From PubChem
EPAC1 antag – EPAC1 (human) antagonism | O95398 | EPAC1 GEF assay, Rap1b-BODIPY-GDP exchange fluorescence | Potency, µM (doses to about 115 µM), without a hit: at the highest dose activity change, negative = inhibition, hits mostly inhibitors | 360,000 compounds, 0.14% hits | AID 720709;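 further: potency means the concentration at half of the fitted maximal effect; plate controls were vehicle for no effect and positive control for full effect; nearly all actives have a fitted effect of over 50% in size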
EPAC1 agonist – agonists of human EPAC1 | O95398 | EPAC1 agonist qHTS, biochemical assay; response scale: 100% = response to 6.5 mM cAMP | Potency, µM (highest dose often 154 µM), inactives show at the top dose activation, actives largely listed as activators | 360,000 compounds, 0.073% hits | AID 720707; further: potency means the concentration at half of the fitted maximal effect; nearly all actives have a fitted effect of over 60% in size
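Nucleotide exchange assay: 100 nM EPAC1 with 250 nM Rap1B loaded with BODIPY-GDP and 50 uM GDP, room temperature. Fluorescence (480/540 nm) read every 5 min for 30 min; signal change normalized to 6.5 mM cAMP as full agonist.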
Abeta rescue – restores growth of yeast expressing A-beta42 peptide; yeast expressing A-beta42, growth rescue, OD600, 48 h; response scale: 0% DMSO, 100% iron-clioquinol control; 410,000 compounds, 0.063% hits; Potency, µM (top dose mostly 46.1 µM), for inactives: at the highest dose growth rescue, hits mostly activators; further: potency means the concentration at half of the fitted maximal effect; nearly all actives have a fitted effect of over 55% in size
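Growth rescue measured by 600 nm absorbance after 48 h yeast culture at 30 C with compound. Values normalized between DMSO and an equimolar ferric chloride plus clioquinol control.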
PLK1 PBD block – inhibitors of human PLK1 polo-box domain binding | Plk1 PBD binding of FITC phosphopeptide, fluorescence polarization | Potency, µM, for the others: max response, negative = inhibition, hits mostly inhibitors | 360,000 compounds, 2.8% hits | AID 720504; further: potency means the concentration at half of the fitted maximal effect; series mostly up to about 57 µM; on the % scale 0 is the no-effect control and ±100 the full control effect; nearly all actives have a fitted effect of over 65% in size
IL-2 act – activates IL-2 in a cell-based reporter assay | IL-2 activation reporter assay, cell-based qHTS; stimulated with anti-CD3/CD4/CD28 beads; in transgenic mouse T cells | activation, % (series mostly up to about 46 µM) | 360,000 compounds, 0.065% hits | AID 652025; in the data active means activation above about 50%; inconclusive means mostly about 30% to 49%; further: 0% is about no effect
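First, unstimulated transgenic mouse T cells were exposed to compound for 60 min. Next, anti-CD3/anti-CD4-coated beads with anti-CD28 were added. Finally, after 18 h at 37 degrees C, EGFP and DsRed were imaged.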
FUS yeast rescue – FUS proteinopathy suppression in yeast. S. cerevisiae FUS-expressing, growth rescue, OD600, 24 h. Potency, µM (highest dose often 76.6 µM), for inactives: at the highest dose growth rescue (activation), actives largely listed as activators. 390,000 compounds, 0.24% hits;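 further: potency means the concentration at half of the fitted maximal effect; plate controls were DMSO vehicle for no effect and reference control for full effect; nearly all actives have a fitted effect of over 55% in size; some results filed as inactive show a strong effect at the top dose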
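FUS-expressing yeast, raffinose-pregrown, induced in 2% galactose minimal medium at OD 0.005; compounds in a dilution series, 24hr at 30C. Growth restoration read as absorbance at 600 nm. CP55940 positive control, DMSO negative.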
PI5P4K alpha inh – PI5P4K alpha (human) kinase inhibition; 330,000 compounds, 1.2% hits; max response, %; AID 652105; P48426; PI5P4Kalpha enzyme, ADP-Glo luminescence, 60 min; hits give low values; active means max response of -50% or lower; inconclusive means between -30% and -50%; inactive means -30% or higher; further: value at the top dose of about 77 µM; on the % scale 0 is the no-effect control and ±100 the full control effect
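ADP-Glo luminescence end-point read after a 60 min room-temperature kinase reaction of PI5P4Kalpha plus substrate, initiated with ATP at 5 microM final. Buffer: 0.038 M HEPES pH 7.4, EGTA, 0.1% CHAPS, 5% DMSO.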
WRN inhibitor – WRN helicase (human) inhibition | Q14191 | WRN helicase unwinding, fluorescent forked duplex, kinetic | Potency, µM (doses to about 114 µM), for the others: top-dose activity change, negative = inhibition, usual class: inhibitors | 360,000 compounds, 0.46% hits | AID 651768; further: potency means the concentration at half of the fitted maximal effect; on the % scale 0 is the no-effect control and ±100 the full control effect; nearly all actives have a fitted effect of over 55% in size
Target sequence (Q14191 whole entry, looked up): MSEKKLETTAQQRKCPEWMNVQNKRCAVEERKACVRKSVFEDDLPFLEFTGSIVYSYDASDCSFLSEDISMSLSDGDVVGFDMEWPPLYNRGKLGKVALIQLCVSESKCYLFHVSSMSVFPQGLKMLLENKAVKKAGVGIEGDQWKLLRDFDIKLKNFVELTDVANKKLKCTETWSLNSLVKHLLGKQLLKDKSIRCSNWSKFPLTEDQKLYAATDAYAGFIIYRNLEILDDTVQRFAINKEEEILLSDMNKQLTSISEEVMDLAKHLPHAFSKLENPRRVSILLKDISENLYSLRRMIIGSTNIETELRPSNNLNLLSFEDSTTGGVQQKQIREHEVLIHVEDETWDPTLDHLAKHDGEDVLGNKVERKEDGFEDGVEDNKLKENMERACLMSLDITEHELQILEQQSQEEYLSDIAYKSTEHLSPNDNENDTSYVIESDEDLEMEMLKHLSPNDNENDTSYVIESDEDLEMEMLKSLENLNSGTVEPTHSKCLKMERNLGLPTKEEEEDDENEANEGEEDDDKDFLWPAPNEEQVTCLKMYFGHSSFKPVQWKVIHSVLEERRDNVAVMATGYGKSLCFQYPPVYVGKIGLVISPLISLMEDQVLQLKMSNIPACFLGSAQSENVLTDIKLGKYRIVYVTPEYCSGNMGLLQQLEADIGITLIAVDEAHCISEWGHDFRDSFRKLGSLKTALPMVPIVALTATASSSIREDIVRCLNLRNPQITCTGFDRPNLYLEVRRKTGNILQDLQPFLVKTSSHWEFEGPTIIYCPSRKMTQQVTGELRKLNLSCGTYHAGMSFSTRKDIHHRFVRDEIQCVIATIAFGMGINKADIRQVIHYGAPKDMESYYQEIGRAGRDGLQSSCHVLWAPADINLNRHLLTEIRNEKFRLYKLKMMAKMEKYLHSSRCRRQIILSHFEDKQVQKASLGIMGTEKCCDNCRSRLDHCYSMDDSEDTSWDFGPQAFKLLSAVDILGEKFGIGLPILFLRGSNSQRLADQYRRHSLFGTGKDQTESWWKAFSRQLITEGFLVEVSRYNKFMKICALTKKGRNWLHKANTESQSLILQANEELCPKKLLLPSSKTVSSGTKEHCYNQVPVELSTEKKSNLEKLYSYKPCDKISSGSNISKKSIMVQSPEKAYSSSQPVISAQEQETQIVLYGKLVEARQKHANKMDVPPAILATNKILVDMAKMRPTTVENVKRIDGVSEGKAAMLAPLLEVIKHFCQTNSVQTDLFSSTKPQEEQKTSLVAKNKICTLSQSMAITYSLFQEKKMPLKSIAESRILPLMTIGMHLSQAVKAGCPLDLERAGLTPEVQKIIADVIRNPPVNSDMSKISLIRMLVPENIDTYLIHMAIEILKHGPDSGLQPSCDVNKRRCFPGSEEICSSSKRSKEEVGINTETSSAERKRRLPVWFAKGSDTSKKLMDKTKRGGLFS
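Kinetic fluorescence helicase assay: unwinding of a quenched forked DNA duplex (100 nM final) with 2 mM ATP final raises red fluorescence (525/598 nm). Compounds sat 15 min at room temperature with 20 nM WRN beforehand.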
* hit, by the source's call; ? = inconclusive; nt = not tested or not shown; [ ] = another dose, or the depositor's remark. Unless noted, the call rests on the fitted dose curve; in most records, active means well fitted curve in the direction sought with a large enough effect; inconclusive means small, poorly fitted or top-dose-only effect, or another doubt; inactive means no such curve, though single readings can be large; an effect the other way counts as inactive or inconclusive.

(1) CCNC(=S)N1CCN(CC(=O)Nc2ccc(OC)cc2)CC1
(2) CCn1c(C)nc2cc(C(=O)N/N=C/c3ccc(O)cc3)ccc21
(3) Cc1cccc(OC(C)C(=O)OCC(=O)N2CCN(c3ccccc3)CC2)c1 (stereo unspecified)
(4) O=C(C1CCCN(S(=O)(=O)c2ccc([N+](=O)[O-])cc2)C1)N1CCCCC1 (stereo unspecified)
(5) CCCN(CCC)Cc1cc(=O)oc2cc(C)c(C)cc12
(6) CN1CCN(CCCNC(=O)Nc2cccc3ccccc23)CC1
(7) CC(C)C(=O)NC(=S)/C=C1/N(C)c2ccccc2C1(C)C
(8) CCOC(=O)Cc1csc(NC(=O)Nc2ccc(OC(F)(F)F)cc2)n1

entry no.,1,2,3,4,5,6,7,8
EPAC1 antag,-16%,0%,-17%,-1%,1%,7%,-11%,-7%
EPAC1 agonist,1%,-7%,11%,6%,-8%,-6%,0%,-4%
Abeta rescue,1%,-2%,11%,2%,-5%,8%,?,14%
PLK1 PBD block,-4%,0%,-4%,1%,1%,-2%,-27%,-3%
IL-2 act,-1.7,2.0,-0.4,0.7,0.1,-1.9,-1.2,-3.4
FUS yeast rescue,-19%,31%,28%,nt,-14%,nt,10%,18%
PI5P4K alpha inh,1,-2,-3,6,-1,7,-9,-8
WRN inhibitor,4%,-26%,-27%,-31%,-2%,0%,-4%,0%

(9) COC(=O)CC(NC(=O)Nc1ccc(C)cc1)c1cccc([N+](=O)[O-])c1 (stereo unspecified)
(10) Cc1nc(NC(=O)COC(=O)C(C)NC(=O)c2ccccc2)c(Cl)cc1Cl (stereo unspecified)
(11) COc1ccc(NS(=O)(=O)c2ccc(N)c(C(=O)O)c2)cc1
(12) Cc1ccc2nc(N(CCCN(C)C)C(=O)c3cc4ccccc4oc3=O)sc2c1
(13) Cc1cccc(NC(=O)c2ccc(C(=O)c3ccccc3)cc2)n1
(14) COc1cccc(C(=O)Nn2c(-c3cccs3)nc3ccccc3c2=O)c1OC
(15) CC(=O)Nc1cc2c3c(c1)CCN3C(=O)CC2
(16) CC(C)c1ccc(NC(=O)c2ccc(NC3=NC4CS(=O)(=O)CC4S3)cc2)cc1 (stereo unspecified)

entry no.,9,10,11,12,13,14,15,16
EPAC1 antag,-18%,-6%,15%,5%,7%,-10%,-12%,4%
EPAC1 agonist,-6%,-14%,3%,5%,9%,10%,-8%,-4%
Abeta rescue,-2%,5%,6%,-1%,-21%,4%,10%,-4%
PLK1 PBD block,0%,-10%,-11%,-9%,-3%,-6%,-1%,-2%
IL-2 act,-0.7,0.2,1.0,0.4,-5.1,4.2,0.4,-0.6
FUS yeast rescue,2%,1%,5%,20%,11%,-16%,-37%,17%
PI5P4K alpha inh,-1,-2,6,-1,-3,1,1,1
WRN inhibitor,-4%,0%,-1%,11%,-4%,-27%[57.1 µM],-9%,-6%

(17) O=C(CCNC(=O)c1ccc(Br)cc1)Nc1cccc(S(=O)(=O)N2CCCC2)c1
(18) O=C(NCc1ccc2c(c1)OCO2)C1CC(c2ccccc2O)=NO1 (stereo unspecified)
(19) CCOc1ccc(CCN2C(=S)N([C@@H](Cc3ccc(O)cc3)CN3CCC[C@@H]3CN3C(=S)NC[C@@H]3Cc3ccccc3)C[C@@H]2Cc2ccc(O)cc2)cc1
(20) O=[N+]([O-])c1ccc(F)cc1OCc1nc(-c2cccs2)no1
(21) c1ccc(N=C2SCCCS2)cc1
(22) COCCn1c(SCC(=O)Nc2c(C)n(C)n(-c3ccccc3)c2=O)nc2ccccc2c1=O
(23) Cc1ccc(NC(=O)CSc2n[nH]c(-c3ccccn3)n2)cc1
(24) CC(=O)NC(=Cc1ccccc1)C(=O)N1CCCC1C(=O)O (stereo unspecified)

entry no.,17,18,19,20,21,22,23,24
EPAC1 antag,9%,-4%,14%,-15%,-12%,-1%,-2%,7%
EPAC1 agonist,5%,9%,-12%,12%,-7%,-1%,-2%,7%
Abeta rescue,-1%,3%,-6%,-3%,0%,-17%,14%,5%
PLK1 PBD block,-1%,0%,0%,-13%,-9%,-1%,-5%,3%
IL-2 act,-1.3,2.2,-1.0,-4.4,-2.6,0.4,-0.3,-3.4
FUS yeast rescue,?,-5%,?,39%,3%,-3%,25%,-7%
PI5P4K alpha inh,-2,nt,2,1,2,-7,1,1
WRN inhibitor,-4%,-6%,-5%,-5%,6%,-1%,4%,-4%

Record cards (already shown):
`CN1CCN(CCCNC(=O)Nc2cccc3ccccc23)CC1` in the list: EPAC1 antag: 7%; EPAC1 agonist: -6%; Abeta rescue: 8%; PLK1 PBD block: -2%; IL-2 act: -1.9; FUS yeast rescue: nt; PI5P4K alpha inh: 7; WRN inhibitor: 0%
`Cc1ccc(NC(=O)CSc2n[nH]c(-c3ccccn3)n2)cc1` in the list: EPAC1 antag: -2%; EPAC1 agonist: -2%; Abeta rescue: 14%; PLK1 PBD block: -5%; IL-2 act: -0.3; FUS yeast rescue: 25%; PI5P4K alpha inh: 1; WRN inhibitor: 4%
`O=[N+]([O-])c1ccc(F)cc1OCc1nc(-c2cccs2)no1` in the list: EPAC1 antag: -15%; EPAC1 agonist: 12%; Abeta rescue: -3%; PLK1 PBD block: -13%; IL-2 act: -4.4; FUS yeast rescue: 39%; PI5P4K alpha inh: 1; WRN inhibitor: -5%

Further compounds follow.
(25) CC(C)C(=O)Nc1ccc(C(=O)Nc2nnc(C(C)(C)C)s2)cc1
(26) O=C(O)c1cc(S(=O)(=O)NCC2COc3ccccc3O2)ccc1Cl (stereo unspecified)
(27) CC[C@H](C)NC(=O)c1ccc(Cn2c(=S)[nH]c3c([nH]c4ccc(OC)cc43)c2=O)cc1
(28) O=C(NCCc1ccc(Cl)cc1)c1cc(S(=O)(=O)N2CCCC2)ccc1F
(29) Cc1cc(C)c(S(=O)(=O)N2CCOC2CNC(=O)C(=O)NCCCn2ccnc2)c(C)c1 (stereo unspecified)
(30) O=C(c1ccc2ccccc2c1)c1cccc(F)c1C(=O)O
(31) O=C(CCC(=O)N1CCSc2ccccc21)NCc1cccc(Cl)c1
(32) COC(=O)N1CCCCC1c1cc(C(=O)N2CCOCC2)no1 (stereo unspecified)

entry no.,25,26,27,28,29,30,31,32
EPAC1 antag,-17%,5%,7%,7%,-7%,11%,-13%,12%
EPAC1 agonist,-2%,-7%,1%,-4%,-9%,-12%,-6%,6%
Abeta rescue,24%,-15%,9%,12%,-11%,5%,6%,-16%
PLK1 PBD block,-5%,1%,-11%,5%,-2%,-6%,-1%,-8%
IL-2 act,1.6,0.5,-0.2,-1.2,3.5,3.4,-1.4,1.2
FUS yeast rescue,13%,-5%,11%,-13%,15%,-27%,9%,-17%
PI5P4K alpha inh,-3,?,?,-2,3,-8,5,8
WRN inhibitor,-22%,3%,-2%[11.6 µM],-10%,-3%,14%,8%,3%

Random excerpt: 2 entries already listed.
(9) COC(=O)CC(NC(=O)Nc1ccc(C)cc1)c1cccc([N+](=O)[O-])c1 (stereo unspecified)
(2) CCn1c(C)nc2cc(C(=O)N/N=C/c3ccc(O)cc3)ccc21

entry no.,9,2
EPAC1 antag,-18%,0%
EPAC1 agonist,-6%,-7%
Abeta rescue,-2%,-2%
PLK1 PBD block,0%,0%
IL-2 act,-0.7,2.0
FUS yeast rescue,2%,31%
PI5P4K alpha inh,-1,-2
WRN inhibitor,-4%,-26%

New compounds follow.
(33) CCOc1ccc(S(=O)(=O)N2CCCC(C(=O)N3CCCC3)C2)cc1 (stereo unspecified)
(34) COc1ccc2c(-c3ccccc3)cc(SCC(=O)NC(N)=O)nc2c1
(35) Cc1ccc(-c2nnc(CSc3nnc(C)s3)o2)cc1
(36) COc1cc(C)c(S(=O)(=O)N2CCCC2)cc1C
(37) O=S(=O)(Cc1ccccc1)c1nc2ccccc2n1Cc1ccccn1
(38) NS(=O)(=O)c1ccc(NC(=O)CSc2ncnc3ccccc23)cc1
(39) CN(C)C=Nc1ccc2nn(-c3ccccc3)nc2c1
(40) CC(C)c1nnc(NC(=O)c2ccc(S(=O)(=O)N3CCOCC3)cc2)s1

entry no.,33,34,35,36,37,38,39,40
EPAC1 antag,11%,-3%,-11%,-7%,-3%,-7%,12%,3%
EPAC1 agonist,5%,9%,0%,3%,2%,2%,4%,-19%
Abeta rescue,-54%[inhibitor],-5%,4%,?,3%,-11%,-23%,2%
PLK1 PBD block,2%,-1%,0%,-3%,-6%,?,-7%,2%
IL-2 act,-1.9,1.3,0.8,1.2,-0.5,-0.1,-0.9,-0.6
FUS yeast rescue,nt,-6%,0%,-18%,8%,13%,-15%,-23%
PI5P4K alpha inh,-1,0,nt,-4,0,1,-4,-4
WRN inhibitor,-15%,1%,2%,-5%,11%,-8%,1%,-3%

Copied from the list:
Value of `CCOc1ccc(S(=O)(=O)N2CCCC(C(=O)N3CCCC3)C2)cc1` (stereo unspecified) under IL-2 act: -1.9
Value of `CN(C)C=Nc1ccc2nn(-c3ccccc3)nc2c1` under IL-2 act: -0.9
Value of `O=C(CCC(=O)N1CCSc2ccccc21)NCc1cccc(Cl)c1` under Abeta rescue: 6%
Value of `CCCN(CCC)Cc1cc(=O)oc2cc(C)c(C)cc12` under Abeta rescue: -5%
Value of `COc1ccc2c(-c3ccccc3)cc(SCC(=O)NC(N)=O)nc2c1` under IL-2 act: 1.3

The list continues:
(41) O=C(Nc1cccc(S(=O)(=O)N2CCCCC2)c1)c1ccc2c(=O)n3c(nc2c1)CCCCC3
(42) O=C(CN1C(=O)S/C(=C/c2ccncc2)C1=O)N1CCOCC1
(43) CC1=C(C(=O)N(C)C)CC(CC(=O)NCC2CCCCC2)C(=O)N1Cc1ccccc1 (stereo unspecified)
(44) COc1ccc(S(=O)(=O)NCCCn2ccnc2)cc1Cl

entry no.,41,42,43,44
EPAC1 antag,-4%,19%,-10%,19%
EPAC1 agonist,0%,15%,-15%,11%
Abeta rescue,7%,-6%,-9%,-10%
PLK1 PBD block,5%,-2%,-3%,-4%
IL-2 act,-1.7,3.0,-1.8,1.1
FUS yeast rescue,nt,0%,-22%,-10%
PI5P4K alpha inh,-5,3,-3,-3
WRN inhibitor,-2%,-33%[57.1 µM],5%,3%
